Bioassay records: PubChem, several laboratories
SRC3 inh – SRC3 coactivator transcriptional activity inhibitors, primary screen, cell-based, luminescence; Nuclear receptor coactivator 3 (Homo sapiens), Q9Y6Q9; HEK293 GAL4-SRC3 luciferase reporter; inhibition, % at 3.6 µM; 0.17% of 360,000 active;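 active = inhibition above a per-campaign cutoff, the mean of all compounds plus 3 SD, cut at about 60% in these data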;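 also: 0% = DMSO-treated cells and 100% = gossypol-treated cells at 36 µM; higher means less SRC3-driven luciferase light from the GAL4 reporter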
SRC1 inh – SRC1 coactivator transcriptional activity inhibitors, primary screen, cell-based, luminescence. HEK293 GAL4-SRC1 luciferase reporter. 0.12% of 360,000 active. inhibition, % at 3.6 µM. Nuclear receptor coactivator 1 (Homo sapiens), Q15788;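 active = inhibition above the campaign mean plus 3 SD, with each screening campaign given its own cutoff, cut at about 60% in these data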;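 also: 0% = DMSO treated cells and 100% = gossypol at 36 µM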
Target sequence (Q15788 whole entry, looked up, the tested form may be a part): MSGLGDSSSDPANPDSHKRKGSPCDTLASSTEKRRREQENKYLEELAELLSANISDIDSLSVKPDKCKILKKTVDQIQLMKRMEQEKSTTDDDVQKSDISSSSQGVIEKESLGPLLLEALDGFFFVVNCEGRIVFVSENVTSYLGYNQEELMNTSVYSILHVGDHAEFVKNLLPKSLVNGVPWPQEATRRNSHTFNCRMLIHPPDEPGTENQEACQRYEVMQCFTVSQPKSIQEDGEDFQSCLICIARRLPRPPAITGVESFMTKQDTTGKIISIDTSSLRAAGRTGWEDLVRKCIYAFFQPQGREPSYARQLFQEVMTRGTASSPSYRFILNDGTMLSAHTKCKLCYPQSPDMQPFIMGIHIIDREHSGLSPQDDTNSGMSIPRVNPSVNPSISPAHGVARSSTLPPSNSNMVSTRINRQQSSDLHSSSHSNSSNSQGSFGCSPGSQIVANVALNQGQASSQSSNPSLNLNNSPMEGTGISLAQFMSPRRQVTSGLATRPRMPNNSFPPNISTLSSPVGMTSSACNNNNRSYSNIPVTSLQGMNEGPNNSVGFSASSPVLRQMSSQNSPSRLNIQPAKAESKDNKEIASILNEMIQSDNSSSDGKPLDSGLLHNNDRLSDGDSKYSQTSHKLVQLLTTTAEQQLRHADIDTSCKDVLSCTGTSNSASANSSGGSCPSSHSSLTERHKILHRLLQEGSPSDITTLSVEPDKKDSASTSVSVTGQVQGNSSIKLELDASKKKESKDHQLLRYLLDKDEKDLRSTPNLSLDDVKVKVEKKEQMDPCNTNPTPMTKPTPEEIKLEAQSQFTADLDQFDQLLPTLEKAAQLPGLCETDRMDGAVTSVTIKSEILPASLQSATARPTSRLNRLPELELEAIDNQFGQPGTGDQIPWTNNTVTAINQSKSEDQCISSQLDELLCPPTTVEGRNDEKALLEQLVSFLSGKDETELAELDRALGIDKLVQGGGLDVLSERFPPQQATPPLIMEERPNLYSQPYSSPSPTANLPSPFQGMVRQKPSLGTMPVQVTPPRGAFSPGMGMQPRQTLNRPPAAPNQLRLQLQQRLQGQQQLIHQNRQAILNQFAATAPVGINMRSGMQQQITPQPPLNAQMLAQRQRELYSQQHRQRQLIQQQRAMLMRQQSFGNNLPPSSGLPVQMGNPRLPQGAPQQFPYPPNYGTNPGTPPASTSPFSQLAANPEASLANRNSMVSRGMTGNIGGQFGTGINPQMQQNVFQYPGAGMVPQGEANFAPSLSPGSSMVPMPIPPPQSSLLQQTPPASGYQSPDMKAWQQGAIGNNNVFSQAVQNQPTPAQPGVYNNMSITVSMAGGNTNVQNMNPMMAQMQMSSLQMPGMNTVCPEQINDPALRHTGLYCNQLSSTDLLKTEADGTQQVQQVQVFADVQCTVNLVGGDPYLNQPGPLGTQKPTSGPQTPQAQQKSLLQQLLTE
TWEAK Fn14 block – inhibitors of TWEAK-Fn14 signaling, primary screen, luciferase reporter cells, uHTS | TWEAK-stimulated Fn14 reporter cells, luciferase luminescence, 8 h | inhibition, % at 10 µM | 2% of 360,000 active; in the data active = inhibition above about 50%
EBV LMP1 NFkB – EBV LMP1-driven NF-kappaB luciferase reporter inhibitors, primary screen, cell-based, luminescence, single point; LMP1-induced NF-kappaB luciferase reporter cells; 0.69% of 350,000 active; AID 504558, 2011; inhibition, % at 12.5 µM; in the data active = inhibition above about 41%;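 also: 0% = neutral control wells and 100% = reference inhibitor control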
NR5A2 inv ag – LRH-1 (NR5A2) inverse agonists, primary screen, cell-based, luminescence, HEK293T, StAR-luciferase reporter; inhibition, % at 3.6 µM; Nuclear receptor subfamily 5 group A member 2 (Homo sapiens), O00482; 0.13% of 360,000 active; LRH-1 transfected, 24 h; AID 602396, 2012;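 active = inhibition above the mean inhibition of all tested compounds plus 3 SD, cut at about 73% in these data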;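 also: 0% = DMSO wells and 100% = reporter-only cells lacking LRH-1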
Shn3 3UTR inh – reduction of Shn3 3'UTR firefly luciferase signal, primary screen, Schnurri-3 inhibitor project, cell-based, Clone20 osteoblasts, set 2; Clone20 osteoblast Shn3 3'UTR firefly luciferase, 24 h; 0.52% of 360,000 active; inhibition, % at 12.5 µM;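 active = mean inhibition of at least 75% with every replicate also reaching 75%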;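 also: 0% = median of neutral control wells and 100% = pilot-screen positive control compound; some compounds past the cut are filed as inactive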
TROY signal inh – inhibitors of TROY-driven NF-kB signaling, primary screen, Q293 LMP1-TROYcd cells, NF-kB luciferase, uHTS; Q293 LMP1-TROYcd NF-kB luciferase reporter, 4 h; inhibition, % at 10 µM; 0.98% of 360,000 active; AID 1347056, 2019;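 active = compounds whose plate-normalised and pattern-corrected inhibition of the luciferase reporter signal at the single screening dose is 50% or more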
CF NFkB block – inhibitors of PAF-induced NF-kB signaling, primary screen, cell-based, GFP fluorescence, uHTS. KKLEB NF-kB-GFP reporter, GFP fluorescence overnight. inhibition, % at 5 µM. 0.86% of 360,000 active;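 active = at least 50% inhibition at 5 µM, scaled per plate between neutral and stimulator controls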;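 also: PAF is a Pseudomonas aeruginosa culture filtrate used as stimulus; plate controls were PAF-stimulated DMSO wells for no effect and unstimulated DMSO wells for full effect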
KKLEB cytotox – cytotoxicity in KKLEB CF airway cells, primary screen, cytotoxicity control for CF NF-kB inhibitor project, cell-based, uHTS, fluorescence assay plates; 0.36% of 360,000 active; KKLEB CF airway cells viability, ATPlite luminescence, overnight; active compounds read low; cells stimulated with P. aeruginosa culture filtrate; activity change (cytotoxicity), % at 5 µM;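 active = corrected activity change at or below -50% at 5 µM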
TRAIL sens C8 – viability loss with TRAIL in NB7+C8 cells, primary screen, TRAIL sensitizer project, cell-based, ATPlite luminescence; AID 624354, 2012; 1% of 360,000 active; inhibition (viability loss, TRAIL sensitization), % at 10 µM;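 active = compounds causing at least 50% loss of cell viability in the single-dose screen, relative to plate controls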
NR2F2 inh – NR2F2 transcriptional activity inhibitors, primary screen, cell-based, luciferase reporter, HEK293T, luminescence | HEK293T NGFI-A luciferase reporter | inhibition, % at 8.6 µM | 0.7% of 370,000 active | AID 686940, 2013;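 active = inhibition above a per-plate cutoff, mean inhibition of test wells between control levels plus 3 SD, cut at about 38% in these data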;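 also: cells cotransfected with COUP-TFII expression vector driving the NGFI-A reporter; 0% = median of COUP-TF2 test wells and 100% = reporter-only cells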
An asterisk follows results filed as active; · = not tested or not shown. These rows are one share of the data, so the mix of outcomes need not match the whole.

SMILES	SRC3 inh	SRC1 inh	TWEAK Fn14 block	EBV LMP1 NFkB	NR5A2 inv ag	Shn3 3UTR inh	TROY signal inh	CF NFkB block	KKLEB cytotox	TRAIL sens C8	NR2F2 inh
O=C1CN(C(=O)c2ccccc2F)C(c2ccccc2)c2cc(F)ccc2N1 (stereo not drawn)	3	14	10	7	2	-3	4	-10	2	-3	5
Cc1nnc(SCC(=O)NC(=O)NC(C)C)s1	0	10	0	6	9	7	8	-6	6	2	7
CN1C(=O)Cc2cc(S(=O)(=O)N3CCN(c4cccc(Cl)c4)CC3)ccc21	-5	0	-8	0	8	-24	6	5	9	-6	-4
O=C(CCc1ccccc1)Nc1ccc(N2CCCCC2)cc1	-25	-21	-37	-20	-46	-64	-64	-1	-1	-5	-29
O=S(=O)(NCC1(N2CCOCC2)CCCCC1)c1ccccc1Cl	13	1	3	3	18	6	8	20	8	-18	-6
CCCOc1cccc(C(=O)N(Cc2ccccc2)C2CCS(=O)(=O)C2)c1 (stereo not drawn)	0	1	6	-8	9	-12	-6	6	-3	-11	4
COc1ccc(OC)c(/C=C/C(=O)Oc2ccc(C(C)=O)cc2)c1	3	-6	9	2	13	7	-15	8	-4	-4	16
COC(=O)[C@H]1C[C@@H]1[C@H](NC(=O)[C@H]1C[C@@H]1[C@H](NC(=O)OCc1ccccc1)c1ccccc1)c1ccccc1	2	-9	14	1	-25	-11	4	-24	26	10	8
O=C(Nc1ncccc1O)c1ccc(S(=O)(=O)N2CCCC2)cc1	-7	-36	-10	21	4	-13	-15	-42	-2	-7	9
COc1ccc(C(=O)NN2CC(O)=C(c3nc4ccccc4n3C)C2=N)cc1OC	5	-3	17	-5	8	21	6	-9	0	-8	-13
CCc1ccccc1NC(=O)C/C(C)=N/NC(=O)COc1ccccc1C	0	3	0	-3	-11	-7	-13	-6	8	3	-14
Cn1ncc2c(=O)n(/N=C/c3ccccc3)cnc21	-7	-14	-5	-11	11	-4	-8	-13	-1	-2	10
COc1ccc(NC(=O)CSc2nnc(CNC(=O)c3ccco3)n2-c2ccccc2OC)cc1	10	19	-6	-2	7	5	14	-16	14	11	-19
COc1ccc([N+](=O)[O-])cc1NC(=O)COC(=O)c1ccccc1C(=O)c1ccccc1	17	9	-23	6	-7	-7	-1	10	-17	-25	14
O=C(O)Cc1ccc(NC(=O)Nc2cccc(Cl)c2)cc1	-22	-1	-13	3	-12	-5	1	-4	0	0	-14
CCOC(=O)C1CCCN(C(=O)CSc2nnc3nc(C)cc(C)n23)C1 (stereo not drawn)	9	-7	7	1	-6	5	3	17	-1	0	-3
Cc1cccc(NC(=S)N2CCC(N(C)CC3CCCO3)CC2)c1 (stereo not drawn)	8	-8	16	2	8	-2	0	-19	9	7	-7
COc1ccccc1Cn1c(=O)c2ccccc2n2c(SCC(=O)N3CCCCC3)nnc12	7	2	-8	-1	-21	11	-15	0	-5	-11	-3
O=C(OCc1nnc(-c2ccccc2)o1)c1cc2ccccc2cc1O	2	0	-6	-4	-17	-10	-12	-7	9	-1	16
CCOC(=O)C(=O)N(C)c1c(CC)nc2c(OCc3ccccc3OC)cccn12	-9	-1	-23	·	-30	-5	15	4	-7	-7	-17
O=C(Nc1ccncc1)c1cccc(S(=O)(=O)N2CCc3ccccc32)c1	16	26	36	22	34	91*	31	10	-2	26	61*
COCC(=O)Nc1ccc(S(=O)(=O)Nc2ccccn2)cc1	5	-10	5	5	7	5	15	-23	0	-2	-26
CCN(CC)S(=O)(=O)c1ccc(OC)c(-n2cnnn2)c1	-4	-2	33	1	11	-9	1	10	-10	4	22
CCOCCCNC(=O)CSc1nc2nc(C)c(Cc3ccccc3)c(C)n2n1	6	13	3	3	-5	4	22	-5	-5	-5	1
COc1cccc(N2C(=O)CC(NNc3nc4ccccc4s3)C2=O)c1 (stereo not drawn)	2	-5	31	-3	0	-11	-6	-4	-8	3	11
CC1(Br)C2CCCC1C2S(=O)(=O)c1ccccc1 (stereo not drawn)	11	-1	-8	7	-24	-6	-8	-3	-5	-12	1
COc1ccc(NC(=O)Cn2nnc(C(=O)NCc3cccc(OC)c3)c2N)cc1	16	6	0	4	13	6	-11	-4	8	6	-7
CC(C)C(NC(=O)C(Cc1ccccc1)NC(=O)OCc1ccccc1)C(=O)O (stereo not drawn)	12	10	12	-11	9	-12	-17	-5	1	-2	8
COc1cccc(CCC(=O)O)c1OC	-4	-9	-19	2	-20	6	-3	-1	3	-4	0
O=C(NCc1ccc(F)cc1)C1CCCN(c2cnccn2)C1 (stereo not drawn)	-38	-8	37	-5	-25	-4	-24	9	2	-5	-20

Four structures out of the list, sorted by number of heavy atoms, rising.
SMILES	SRC3 inh	SRC1 inh	TWEAK Fn14 block	EBV LMP1 NFkB	NR5A2 inv ag	Shn3 3UTR inh	TROY signal inh	CF NFkB block	KKLEB cytotox	TRAIL sens C8	NR2F2 inh
CCN(CC)S(=O)(=O)c1ccc(OC)c(-n2cnnn2)c1	-4	-2	33	1	11	-9	1	10	-10	4	22
COCC(=O)Nc1ccc(S(=O)(=O)Nc2ccccn2)cc1	5	-10	5	5	7	5	15	-23	0	-2	-26
CC(C)C(NC(=O)C(Cc1ccccc1)NC(=O)OCc1ccccc1)C(=O)O (stereo not drawn)	12	10	12	-11	9	-12	-17	-5	1	-2	8
CCOC(=O)C(=O)N(C)c1c(CC)nc2c(OCc3ccccc3OC)cccn12	-9	-1	-23	·	-30	-5	15	4	-7	-7	-17

(more compounds)
SMILES	SRC3 inh	SRC1 inh	TWEAK Fn14 block	EBV LMP1 NFkB	NR5A2 inv ag	Shn3 3UTR inh	TROY signal inh	CF NFkB block	KKLEB cytotox	TRAIL sens C8	NR2F2 inh
O=c1oc2ccccc2n1Cn1c(=O)oc2ccccc21	-10	0	0	20	-20	4	-13	-9	3	2	3
COc1ccc(C(=O)Oc2ccc(=O)n(-c3ccccc3)n2)cc1	-1	15	-5	-8	-8	-19	0	23	-8	6	10
O=C(CNC(=O)OCc1ccccc1)NC(Cc1cnc[nH]1)C(=O)O (stereo not drawn)	-14	-3	6	6	-6	-9	-7	1	12	-10	16
NC1=NC(c2ccccc2Cl)n2c(nc3ccccc32)N1 (stereo not drawn)	1	3	21	-1	12	-2	-5	2	0	14	12
O=c1c([N+](=O)[O-])cc(C(F)(F)F)cn1Cc1cccc(Cl)c1	2	1	7	-6	-15	4	-16	0	-11	8	-6
Nc1ccc(-c2nc3c(ccc4ccccc43)[nH]2)cc1	-18	-59	16	-24	-38	-17	-51	-91	17	34	25
COc1cccc(-n2cc(-c3ccc(F)cc3)[nH]c2=S)c1	-123	-272	44	-38	-105	-24	16	-4	-9	33	-41
COc1ccc(OC)c(C2C(C#N)=C(N)Oc3c2c(C)nn3-c2cccc(Cl)c2)c1 (stereo not drawn)	33	19	42	1	4	47	35	42	-8	5	-1
Nc1nonc1-c1nc2ccccc2n1CC(=O)N/N=C\c1ccc(-c2ccc(Cl)cc2)o1	-1	1	34	-6	-4	2	-3	-9	-1	2	26
c1ccn2cc(CSC3=NCCS3)nc2c1	-78	-79	-16	-18	-63	-58	-22	15	-15	6	-33
CCN(CC)S(=O)(=O)c1cccc(-c2nnc(SCc3nnc(-c4ccccc4)o3)n2C)c1	7	-6	-15	10	-17	24	-21	0	-1	16	0
OCCNc1nc(OCC(F)(F)F)nc(N2CCN(C34CC5CC(CC(C5)C3)C4)CC2)n1	·	·	-13	-4	·	3	-2	4	-6	-6	-7
COc1cccc(-n2nc3c(=S)[nH]nc(C)c3c2C)c1	2	-2	-7	-8	2	4	5	9	-7	-2	13
O=S(=O)(NC1CCN(Cc2ccccc2)CC1)c1cccc(S(=O)(=O)N2CCOCC2)c1	2	-6	-10	-2	-2	11	-7	9	0	-2	-5
O=C(O)CNS(=O)(=O)c1ccc2[nH]c(=O)c(=O)[nH]c2c1	0	-35	-9	6	-2	18	-8	-12	1	-6	-4
Cc1ccc(C(=O)NCC(=O)OC(C)C(=O)NC2CCCCC2C)cc1C (stereo not drawn)	4	5	-10	-6	3	10	-23	5	4	3	-2
O=C(NC(Cc1ccccc1)C(=O)O)/C(=C/c1ccc([N+](=O)[O-])cc1)NC(=O)c1ccccc1 (stereo not drawn)	3	-10	6	1	4	7	-17	-2	1	2	-5
CC(C)CCSc1nnc(Cn2c(=O)sc3ccccc32)n1C	16	-6	1	-5	-12	5	3	-1	-1	-3	9
O=C(NC1CCCCCC1)C1CCN(S(=O)(=O)c2cnc[nH]2)CC1	9	2	-6	-2	-1	-5	23	2	0	3	9
O=S(=O)(c1cc(Cl)ccc1Cl)n1ccnc1	3	-17	-18	-1	10	-17	2	-3	3	-8	8
O=C(COC(=O)Cc1ccccc1F)NCc1ccc(Cl)cc1	-2	-17	-2	1	-41	0	6	14	-2	-1	12
Cc1ccc(/C(O)=C2/C(=O)C(=O)N(CCCn3ccnc3)C2c2cccnc2)cc1 (stereo not drawn)	9	9	0	-1	-7	-5	-8	-16	9	-2	19
COc1ccc(C2Nc3ccccc3C(=O)N2Cc2ccccc2)cc1OC (stereo not drawn)	21	8	-6	·	3	5	0	16	-3	8	13
CN(C)C(=O)COC(=O)c1cccc(S(=O)(=O)Nc2ccc(OCc3ccccc3)cc2)c1	4	0	0	3	-1	3	11	-23	13	-7	13
CCN(CC)CCOC(=O)c1ccc(N/C=C(/C#N)c2nc(-c3ccc4c(c3)OCO4)cs2)cc1	12	-82	-29	2	29	-20	-18	16	-5	-5	-7
Oc1ccc(-c2cnc(-c3ccc(O)cc3)nc2)cc1	-24	-58	7	-83	-11	-77	-50	-41	-10	80*	-112
O=C(COc1ccccc1)Nc1ccccc1C(=O)NC1CC1	-33	-17	-10	2	-13	-23	-21	4	-5	11	-5
COC(=O)c1cc(S(=O)(=O)N2CCN(Cc3ccccc3)CC2)c[nH]1	-32	7	-4	-3	5	-8	10	-12	11	2	-6
CCNC(=O)C1(C)CCN(Cc2ccc(C(=O)OCC)o2)C1 (stereo not drawn)	-13	-3	1	·	-4	-19	6	-29	16	2	-9
O=C(c1ccc(F)cc1)C1CCN(C(=O)N2CCOCC2)CC1	-4	2	9	5	3	13	7	-2	12	8	-11
COc1cccc2c(=O)cc(C)n(CC(=O)Nc3cccc(C)c3)c12	10	3	21	15	0	48	27	3	-6	25	47*
CC(=O)Cc1ccccc1OC(=O)c1ccco1	7	-7	1	-7	9	14	12	7	-5	-15	-4
COc1ccccc1NC(=O)NCCN1CCNC1=O	17	-5	5	-2	19	-8	-12	-9	-14	9	-7
CC(=O)Nc1nnc(COc2ccccc2)s1	-30	-34	-12	-3	-54	-16	-57	-2	2	-4	-4
